Assay outcomes as filed in PubChem BioAssay.
Rac1 wt modul – alters GTP binding to wildtype human Rac1; GTP binding activity (% of control), % at 10 µM; 190,000 tested, 0.27% active; AID 757; GST-Rac1 beads, fluorescent GTP binding, flow cytometry; actives lie on both sides; 0 = cold GTP competed, 100 = untreated;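 active = GTP binding activity at least 20 points away from the 100% control level, either lower or higher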
ABCB1 block – human ABCB1 inhibition, ABCG2 as counter-screen | inhibition, % at 6.6 µM | CCRF-Adr cells, JC-1 efflux, flow cytometry | 190,000 tested, 0.067% active; in the data active = inhibition above about 40%;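 also: 0% = vehicle and 100% = reference inhibitor; higher value means more JC-1 retained so stronger ABCB1 efflux block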
Rab2 wt GTP – changes GTP binding to wildtype dog Rab2A, up or down. P61105. GST-Rab2 wt beads, Bodipy-GTP binding, flow cytometry. GTP binding activity, % at 10 µM. 190,000 tested, 0.19% active;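 active = GTP binding activity at least 20 points away from 100%, either lowered or raised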;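 also: 0% = beads with excess unlabeled GTP and 100% = no-compound control corrected for plate trend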
HRas wt GTP bind – changes GTP binding to wildtype human HRas; GST-Ras wt beads, Bodipy-FL-GTP binding, flow cytometry; actives lie on both sides; GTP binding activity, % at 10 µM; 190,000 tested, 0.14% active; P01112;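 active = GTP binding activity at least 20% away from the 100% baseline, either lowered as inhibitor or raised as activator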;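 also: 0% = unlabeled GTP competition control and 100% = no-compound control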
Target sequence (P01112 whole entry, looked up): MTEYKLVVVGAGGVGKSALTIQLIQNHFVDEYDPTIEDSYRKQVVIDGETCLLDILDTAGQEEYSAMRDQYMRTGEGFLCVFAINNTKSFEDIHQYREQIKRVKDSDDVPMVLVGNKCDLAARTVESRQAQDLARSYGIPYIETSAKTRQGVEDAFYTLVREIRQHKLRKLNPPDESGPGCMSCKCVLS
Rab7 wt modul – alters GTP binding to wildtype dog Rab7 | GTP binding activity (percent of control), % at 10 µM | 190,000 tested, 0.055% active | GST-Rab7 beads, fluorescent GTP binding, flow cytometry; actives lie on both sides; untreated = 100%, excess cold GTP = 0%;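 active = fluorescent GTP binding to Rab7 beads changed by at least 20 points from the 100% baseline, either direction, mostly lower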;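 also: median green fluorescence of bound Bodipy-FL-GTP per Rab7 bead population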
Rac1 act GTP bind – human Rac1 activated mutant GTP binding change | percent activity (GTP binding), % at 10 µM | AID 764 | 190,000 tested, 0.11% active | P63000 | GST-Rac1 activated beads, fluorescent GTP binding, flow cytometry; actives lie on both sides; 100% means binding = to untreated wells;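 active = GTP binding at least 20 percentage points away from the 100% baseline, in either direction, so actives lie on both sides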
Pf gametocyte – P. falciparum stage V gametocyte viability inhibition; P. falciparum stage V gametocytes, ATP luminescence, 24 h; inhibition, % at 10.9 µM; 150,000 tested, 0.065% active; AID 743093;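 active = inhibition above the mean plus 3 SD of compounds within the control limits, set per campaign, cut at about 38% in these data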;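 also: 0% = DMSO wells and 100% = medium only without gametocytes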
GSH bead fluor – compound fluoresces at 488/530 nm on GSH beads. GSH beads flow cytometry, compound fluorescence 488/530 nm; active compounds read high. AID 1776. fluorescence (KMESF) at 10 µM. 190,000 tested, 0.25% active; in the data active = fluorescence above about 89;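 also: glutathione beads carrying GST-tagged Bcl family fusion proteins plus one bare bead set; values are compound well signal with DMSO vehicle wells as background; inactives centre near 16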
Avidin bead fluor – compound fluoresces at 488/530 nm on avidin beads; 220,000 tested, 0.38% active; AID 1775; compound fluorescence 488/530 nm, flow cytometry; active compounds read high; fluorescence (KMESF) at 10 µM; in the data active = fluorescence above about 47; also: inactives centre near 10
Cdc42 wt GTP – modulators (inhibitors or activators) of GTP binding to human Cdc42 wildtype; percent activity (GTP binding), % at 10 µM; 190,000 tested, 0.2% active; GST-Cdc42 beads, Bodipy-GTP binding, flow cytometry; actives lie on both sides; P60953;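 active = percent activity GTP binding at least 20 points away from the 100% baseline, either down as inhibitor or up as activator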;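 also: median bead fluorescence of bound Bodipy-FL-GTP at 100 nM; 0% = excess unlabeled GTP control and 100% = no compound control; below 100% means less GTP binding so inhibitor and above means activator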
Target sequence (P60953 whole entry, looked up): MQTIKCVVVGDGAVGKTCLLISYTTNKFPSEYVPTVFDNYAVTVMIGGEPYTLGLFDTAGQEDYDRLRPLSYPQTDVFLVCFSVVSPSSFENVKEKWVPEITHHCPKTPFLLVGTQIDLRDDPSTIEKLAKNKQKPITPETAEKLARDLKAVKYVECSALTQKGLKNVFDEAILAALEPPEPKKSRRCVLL
ABCG2 inh – inhibitors of human ABCG2 transporter, ABCB1 counter-screen; IgMXP3 cells, JC-1 efflux, flow cytometry; inhibition, % at 6.6 µM; 190,000 tested, 0.1% active; AID 1325;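 active = inhibition above 80%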;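 also: 0% = DMSO and 100% = nicardipine control wells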
Target sequence (Q9UNQ0 whole entry, looked up): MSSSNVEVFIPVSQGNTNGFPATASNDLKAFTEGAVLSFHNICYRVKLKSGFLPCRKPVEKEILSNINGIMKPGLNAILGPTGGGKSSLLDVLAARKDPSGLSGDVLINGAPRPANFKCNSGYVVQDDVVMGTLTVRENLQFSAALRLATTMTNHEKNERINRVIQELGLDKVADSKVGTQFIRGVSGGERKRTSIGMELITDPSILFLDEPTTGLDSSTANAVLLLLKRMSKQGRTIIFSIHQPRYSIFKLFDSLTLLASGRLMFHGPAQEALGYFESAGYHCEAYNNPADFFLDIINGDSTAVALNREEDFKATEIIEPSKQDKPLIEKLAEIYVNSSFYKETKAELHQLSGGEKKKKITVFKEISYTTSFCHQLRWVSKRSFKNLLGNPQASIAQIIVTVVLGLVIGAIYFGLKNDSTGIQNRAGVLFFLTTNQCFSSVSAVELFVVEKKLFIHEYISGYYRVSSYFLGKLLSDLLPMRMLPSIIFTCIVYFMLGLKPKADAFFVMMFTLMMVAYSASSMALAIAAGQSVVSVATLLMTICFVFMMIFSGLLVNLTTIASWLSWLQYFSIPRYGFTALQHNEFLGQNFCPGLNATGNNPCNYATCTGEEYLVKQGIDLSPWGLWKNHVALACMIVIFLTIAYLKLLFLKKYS
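Measure – % inhibition of efflux relative to nicardipine and DMSO · Test system – ABCG2 IgMXP3 and barcoded ABCB1 CCRF-Adr cell mix · Control set – nicardipine as high control, DMSO as low control · Compound – one concentration, 6.6 µM final · Signal – flow cytometry of retained JC-1 fluorescence · Timing – 10 min exposure at 25 °C with rotation, no wash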
Numbers without * were called inactive; . = no result given.

compound	Rac1 wt modul	ABCB1 block	Rab2 wt GTP	HRas wt GTP bind	Rab7 wt modul	Rac1 act GTP bind	Pf gametocyte	GSH bead fluor	Avidin bead fluor	Cdc42 wt GTP	ABCG2 inh
O=Cc1sc(N2CCOCC2)nc1-c1ccccc1	102.0	0.6	98.0	99.0	97.0	96.0	.	9	9	99.0	7.8
Cn1cnc2c(N3CCCCC3)nccc21	98.0	0.5	99.0	98.0	97.0	97.0	-12.5	25	17	101.0	1.6
COc1ccc(NS(=O)(=O)c2cccc(NC(=O)C34CCC(CC3)C4)c2)cc1	103.0	0.3	103.0	102.0	98.0	103.0	-8.7	9	9	102.0	0.1
c1ccc(-n2c(-c3ccco3)nnc2N2CCOCC2)cc1	99.0	0.9	97.0	96.0	97.0	97.0	.	24	38	98.0	39.7
COc1ccc(N(CC(=O)NCC2CCCO2)S(=O)(=O)c2ccc(C)cc2)cc1OC (stereo not drawn)	102.0	1.6	101.0	100.0	99.0	98.0	-10.6	23	25	100.0	5.1
CC(=O)c1c(-c2ccc(C)cc2)nc2c3ccccc3ccn12	99.0	1.4	95.0	97.0	104.0	94.0	.	15	11	95.0	36.7
CC(C)=CC(=O)N1CCC(N2CCC(C(=O)N3CCOCC3)CC2)CC1	100.0	-0.4	101.0	99.0	109.0	96.0	-8.8	9	3	99.0	-2.0
Fc1ccc(/C=N/Nc2nn[nH]n2)cc1	97.0	-0.2	94.0	94.0	95.0	94.0	-9.5	10	21	94.0	1.3
CC(=O)Nc1ccc(OCCC[n+]2ccccc2)cc1	102.0	-0.3	99.0	97.0	95.0	97.0	7.0	11	9	96.0	-0.6
CCN1CCCC1CNC(=O)c1csc2c1CCCC2 (stereo not drawn)	100.0	-6.6	98.0	100.0	97.0	98.0	.	28	16	101.0	-6.7
O=C(Nc1nnc(-c2cccs2)o1)c1cccc(Oc2ccccc2)c1	109.0	0.2	102.0	103.0	102.0	101.0	.	26	7	100.0	0.9
COc1ccc(CC(=O)NC(C)c2nnc(SCC(=O)Nc3ccccc3F)n2C)cc1 (stereo not drawn)	100.0	0.2	95.0	95.0	90.0	93.0	8.0	19	10	99.0	-0.4
COC(=O)c1cccc(OCC(O)Cn2cnc3cc(C)c(C)cc32)c1 (stereo not drawn)	90.0	0.6	91.0	94.0	97.0	91.0	-0.1	57	8	95.0	7.1
CC1CN(C(=O)N2c3ccccc3Sc3ccccc32)C(C)CC1=O (stereo not drawn)	104.0	1.2	101.0	102.0	99.0	100.0	.	10	37	106.0	7.5
O=C(CN1CCOCC1)Nc1cccc(Cl)c1Cl	101.0	1.5	101.0	98.0	100.0	100.0	-3.8	14	8	104.0	22.7
COc1nccnc1NS(=O)(=O)c1ccc(NC(=S)NC(=O)/C=C/c2ccc(F)cc2)cc1	89.0	-0.4	83.0	90.0	97.0	88.0	21.6	9	4	88.0	-2.2
COc1ccc(CNc2nc3ccccc3n2Cc2ccc(Cl)cc2)cc1OC	113.0	8.8	104.0	107.0	102.0	106.0	16.5	14	3	105.0	9.0
CCS(=O)(=O)n1nc(-c2ccco2)nc1N	99.0	0.6	98.0	96.0	98.0	96.0	.	11	21	98.0	1.7
O=C(CO/N=C/c1cccc([N+](=O)[O-])c1)NC1CCCCCC1	102.0	1.0	96.0	97.0	98.0	100.0	7.2	24	3	97.0	13.3
CC(=O)N(CCc1ccccc1C)Cc1cc2cc3c(cc2[nH]c1=O)OCO3	104.0	0.0	102.0	101.0	102.0	97.0	.	20	4	103.0	0.1
CC(Oc1ccc(Cl)cc1)/C(N)=N/O (stereo not drawn)	102.0	-0.2	98.0	100.0	97.0	100.0	-21.1	19	12	100.0	0.1
COc1ccc(OC)c(N(CC(=O)Nc2ccccc2)S(C)(=O)=O)c1	107.0	0.4	99.0	102.0	100.0	100.0	-15.9	8	22	106.0	1.5
CCCS(=O)(=O)c1c(S(=O)(=O)CCC)c2c(C(N)=O)cccn2c1C(=O)c1ccc(F)cc1	101.0	0.0	99.0	97.0	95.0	96.0	24.5	13	9	100.0	-0.7
O=C(Nc1cccc(C(F)(F)F)c1)c1csc(-c2ccncc2)n1	93.0	0.6	90.0	94.0	93.0	93.0	9.8	17	9	92.0	13.1
FC(F)(F)c1cc(-c2ccccc2)nc(-n2cc(Cl)cn2)n1	98.0	2.5	98.0	96.0	94.0	96.0	2.9	13	14	97.0	14.6

2 successive compounds out of the list so far:
compound	Rac1 wt modul	ABCB1 block	Rab2 wt GTP	HRas wt GTP bind	Rab7 wt modul	Rac1 act GTP bind	Pf gametocyte	GSH bead fluor	Avidin bead fluor	Cdc42 wt GTP	ABCG2 inh
COC(=O)c1cccc(OCC(O)Cn2cnc3cc(C)c(C)cc32)c1 (stereo not drawn)	90.0	0.6	91.0	94.0	97.0	91.0	-0.1	57	8	95.0	7.1
CC1CN(C(=O)N2c3ccccc3Sc3ccccc32)C(C)CC1=O (stereo not drawn)	104.0	1.2	101.0	102.0	99.0	100.0	.	10	37	106.0	7.5

Next part
compound	Rac1 wt modul	ABCB1 block	Rab2 wt GTP	HRas wt GTP bind	Rab7 wt modul	Rac1 act GTP bind	Pf gametocyte	GSH bead fluor	Avidin bead fluor	Cdc42 wt GTP	ABCG2 inh
CCOC(=O)SC1=N/C(=C\c2ccc(N(C)C)cc2)C(=O)S1	97.0	0.1	96.0	97.0	93.0	95.0	.	20	6	99.0	0.1
O=C(NCc1ccccc1Cl)C1CCN(S(=O)(=O)N2CCC3(CC2)OCCO3)CC1	102.0	0.7	102.0	104.0	99.0	98.0	0.6	26	9	104.0	2.6
CCSc1nnc2c(n1)OC(C)(C)Nc1ccccc1-2	104.0	-1.1	99.0	101.0	99.0	99.0	9.1	36	12	99.0	12.9
CC(=O)N(c1c(C)n(C)n(-c2ccccc2)c1=O)C1(C(=O)NC2CCCC2)CCCCC1	101.0	0.2	99.0	100.0	99.0	99.0	-7.1	31	5	101.0	0.3
CN(C)/C=C1\N=C(c2ccccc2)OC1=O	102.0	0.3	98.0	99.0	106.0	97.0	-9.6	15	9	97.0	2.7
COc1ccc(-n2c(C)cc(/C=C/c3nc(O)c([N+](=O)[O-])c(=O)[nH]3)c2C)cc1	94.0	0.1	97.0	93.0	98.0	91.0	-15.1	22	9	92.0	0.8
Cc1sc(-c2cccnc2)nc1OC(=O)C1CC1	101.0	0.1	99.0	100.0	105.0	95.0	.	14	7	101.0	-0.1
CCc1cc2ccc(C)cc2nc1SCC(=O)Nc1cc(C)on1	97.0	0.1	99.0	97.0	104.0	93.0	-9.5	25	12	96.0	0.2
O=C(CCc1nc2ccccc2s1)NCc1ccccc1F	100.0	0.1	100.0	98.0	106.0	95.0	-2.0	17	5	100.0	8.5
O=C(c1cnn2c(C(F)(F)F)cc(-c3cccs3)nc12)N1CCN(C(c2ccccc2)c2ccccc2)CC1	103.0	-0.4	98.0	98.0	101.0	98.0	.	126*	5	97.0	1.1
Cc1ccc2c(CN3CCN(C(=O)c4ccco4)CC3)cc(=O)oc2c1C	97.0	1.7	92.0	94.0	96.0	94.0	-0.8	16	12	95.0	13.0
CC1=Nc2ccccc2/C1=C/c1c(N)n2c(S(=O)(=O)C(C)C)nsc2nc1=O	91.0	-0.5	95.0	91.0	87.0	90.0	-14.8	13	8	92.0	-1.8
O=[N+]([O-])c1ccc(O)c(Nc2ncnc3ccc(Br)cc23)c1	92.0	-0.6	94.0	94.0	103.0	88.0	4.4	9	3	91.0	2.1
Nc1cccc(-n2nncc2-c2ccc(Cl)cc2)c1	104.0	0.4	106.0	105.0	100.0	102.0	.	20	7	108.0	1.1
C#CCNC(=O)C1=C[C@@H](c2ccc(C#C)cc2)[C@H](CCCO)[C@@H](OCC)O1	100.0	0.3	92.0	94.0	95.0	94.0	.	20	6	93.0	1.0
Cc1ccccc1S(=O)(=O)Cc1ccc(C(=O)NCCN2CCCCC2C)o1 (stereo not drawn)	105.0	0.4	105.0	104.0	101.0	102.0	.	37	9	106.0	1.1
Cc1nn2c(-c3cccc(NC(=O)CSc4nc5ccccc5o4)c3)nnc2c2ccccc12	102.0	0.4	97.0	98.0	97.0	96.0	28.2	11	5	101.0	-3.6
CN(C)S(=O)(=O)c1ccc(Cl)c(NC(=O)COC(=O)CCSc2ccccc2)c1	101.0	0.3	96.0	98.0	98.0	96.0	.	10	16	100.0	9.5
CC(C)c1ccc(NC(=O)CNC(=O)Cn2cnc3ccccc3c2=O)cc1	106.0	0.8	102.0	101.0	95.0	99.0	.	13	13	105.0	2.0
Cc1occc1-c1nnc(SCC(=O)N2CCOCC2)n1CCc1ccccc1	100.0	-0.1	96.0	100.0	97.0	96.0	4.7	45	7	99.0	0.0
CCC1=NN(C(=O)CCc2ccccc2)C(O)(C(F)(F)F)C1 (stereo not drawn)	102.0	1.6	100.0	98.0	101.0	99.0	-7.9	10	13	100.0	7.7
O=C(NCc1ccccc1)c1cncc(Br)c1	105.0	0.3	95.0	99.0	99.0	101.0	15.7	7	3	103.0	3.1
O=c1c2c(nc3c(-c4ccc(Cl)cc4)c[nH]n13)CCCC2	91.0	0.1	89.0	87.0	100.0	91.0	.	25	17	89.0	3.5
CC(=O)Nc1ccccc1Sc1ccccc1	95.0	0.1	97.0	98.0	99.0	93.0	.	23	21	98.0	-0.2
O=C(/C=C/c1ccccc1[N+](=O)[O-])N1CCN(c2ccccc2F)CC1	106.0	0.1	100.0	101.0	105.0	98.0	5.6	12	24	99.0	6.6
O=C(NCCc1ccccc1)/C(=N\O)c1ccccc1	100.0	-0.1	98.0	98.0	103.0	99.0	-15.7	22	26	98.0	3.7
CCn1c(=O)cc(SCC(=O)NCc2ccc(C)o2)c2ccccc21	107.0	0.4	101.0	103.0	101.0	99.0	.	29	12	105.0	19.1
CCOC(=O)c1csc(NC(=O)CCSc2ccccc2)n1	99.0	0.3	98.0	98.0	106.0	95.0	-18.1	24	27	97.0	1.2
Cc1nonc1C(=O)N/N=C/c1cc2c(cc1Br)OCO2	99.0	0.5	98.0	100.0	98.0	96.0	2.3	13	11	99.0	10.1

Three entries from above, ordered by their value in Rac1 act GTP bind, rising:
| Molecule | Rac1 act GTP bind |
| --- | --- |
| O=c1c2c(nc3c(-c4ccc(Cl)cc4)c[nH]n13)CCCC2 | 91.0 |
| CC(C)c1ccc(NC(=O)CNC(=O)Cn2cnc3ccccc3c2=O)cc1 | 99.0 |
| O=C(CN1CCOCC1)Nc1cccc(Cl)c1Cl | 100.0 |
